YAP1 CTGF inhibition: YAP1 pathway inhibitors via CTGF transcript, primary screen, DLD1 colon cancer cells, RT-qPCR, single point (AID 743449). actives 0.9% (n = 9,900). inhibition, % at 12.5 µM. DLD1 CTGF mRNA qPCR, 24 h; stronger effect = higher value;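 active = mean normalized replicate activity at least 50 and at least half of replicates each reaching 50; inconclusive = only one of the two criteria met; inactive = neither criterion met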;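 also: 0% = neutral control wells and 100% = dasatinib control wells; higher means stronger suppression of CTGF expression like dasatinib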
Pax4 gene expression: activators of Pax4 gene expression, primary screen, RT-PCR, mouse alpha TC1 cells, single point (AID 1053180). mouse alpha TC1 cells, Pax4 mRNA qPCR, 6 days; stronger effect = higher value; 100% = Pax4 plasmid added at qPCR. activation, % at 10 µM. actives 0.2% (n = 9,600);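 active = highest normalized replicate activity of 15 or more, or at least half the replicates reach 15 or more; inactive = neither condition met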;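 also: pax4 Ct normalized to GAPDH with activation seen as lower delta delta Ct; plate controls were plate neutral control wells for no effect and Pax4 plasmid positive control for full effect; each compound tested in two replicate wells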
* hit, by the source's call; ? = inconclusive; · = no result given; & = joins results of further samples; ! = not confirmed by another sample. Some of the compounds tested; count on the stated rates, not on these rows.

| canonical_smiles | YAP1 CTGF inhibition | Pax4 gene expression |
| --- | --- | --- |
| COc1ccccc1S(=O)(=O)N1CC[C@@H]2[C@@H](CO)N(C)c3ccc(-c4cccc(C#N)c4)cc3[C@@H]21 | 32 | 0.0 |
| CO[C@H](CN(C)Cc1ccc2c(c1)OCO2)[C@@H](C)CN(C(=O)Nc1ccc(F)cc1)[C@H](C)CO | -18 | 0.0 |
| COc1cccc(NC(=O)N2CC3(C2)[C@H](c2ccccc2)[C@@H](CO)N3C(C)=O)c1 | 7 | · |
| CO[C@H](CN(C)Cc1cc(F)ccc1F)[C@@H](C)CN([C@H](C)CO)S(=O)(=O)c1ccc(C)cc1 | 9 | 0.0 |
| C[C@@H]1CN([C@@H](C)CO)C(=O)Cc2cc(NC(=O)C3CCCCC3)ccc2O[C@@H]1CN(C)Cc1ccc(Cl)c(Cl)c1 | 50* | 47* |
| Cc1noc(C)c1S(=O)(=O)Nc1ccc2c(c1)C(=O)N([C@@H](C)CO)C[C@@H](C)[C@H](CN(C)C(=O)NC1CCCCC1)O2 | -36 | 0.0 |
| CN1C(=O)c2cc(NC(=O)C3CCOCC3)ccc2OC[C@@H]2O[C@@H](CC(=O)NCc3ccccc3F)CC[C@H]21 | -19 | 0.0 |
| C[C@@H]1CN([C@H](C)CO)C(=O)c2ccccc2-c2ccccc2CO[C@H]1CN(C)C(=O)NC1CCCCC1 | 5 | 0.0 |
| CN1C(=O)c2cc(NC(=O)c3ccc(C(F)(F)F)cc3)ccc2OC[C@H]2O[C@H](CC(=O)NCc3ccc4c(c3)OCO4)CC[C@@H]21 | 13 | 0.2 |
| CN1C(=O)c2cc(NS(C)(=O)=O)ccc2OC[C@@H]2O[C@@H](CC(=O)N3CCOCC3)CC[C@@H]21 | -20 | 0.0 |
| CO[C@@H]1CN(C)C(=O)c2cc(NC(=O)c3nc4ccccc4s3)ccc2OC[C@@H](C)NC[C@@H]1C | ? | 0.0 |
| O=C(CC1CC1)N1CC(=O)N2[C@H](C1)[C@H](c1ccc(/C=C/c3ccccc3)cc1)[C@@H]2CO | · | 0.0 |
| CCCNC(=O)C[C@@H]1CC[C@@H]2[C@H](COC[C@@H](O)CN2C(=O)c2ccc(F)cc2)O1 | 18 | 0.0 |
| CCNC[C@H]1[C@@H](c2ccccc2)[C@@H](CO)N1C(=O)Cc1ccccn1 | -27 | 0.0 |
| CCC(=O)N1CC2(C1)CN(Cc1cccc(Cl)c1)[C@@H](CO)c1[nH]c3cc(OC)ccc3c12 | -24 | 0.0 |
| CCCNC(=O)N1C[C@@H]2[C@H](c3ccccc31)[C@H](CO)N2C(=O)CN1CCOCC1 | -10 | 0.0 |
| O=C(C1CCOCC1)N1CC(=O)N2[C@H](CO)[C@@H](c3ccc(C#CC4CCCCC4)cc3)[C@H]2C1 | 25 | 0.0 |
| CO[C@@H]1CN(C)C(=O)c2cc(NC(=O)c3cc(C)on3)ccc2OC[C@@H](C)N(C(=O)C2CCC2)C[C@H]1C | -5 | 0.0 |
| O=C(Cc1ccccn1)N1CC[C@@H]2[C@H]1c1cc(-c3cccc(F)c3)ccc1N[C@@H]2CO | -17 | 0.0 |
| C[C@@H]1CN([C@H](C)CO)C(=O)c2cc(NS(=O)(=O)c3ccc(Cl)cc3)ccc2O[C@@H](C)CCCCO[C@@H]1CN(C)Cc1ccncc1 | -14 | 0.0 |
| Cc1ccc(S(=O)(=O)NCC[C@@H]2CC[C@@H](NC(=O)c3cccnc3)[C@@H](CO)O2)cc1 | -39 | 0.0 |
| COc1ccccc1C(=O)N1C[C@@H]2[C@H](c3ccccc31)[C@@H](CO)N2C(=O)Cc1ccccc1 | 12 | 0.0 |
| CCC(=O)Nc1ccc2c(c1)C(=O)N(C)C[C@@H](OC)[C@@H](C)CN(Cc1nccs1)[C@H](C)CO2 | 0 | 0.0 |
| C/C=C/c1ccc([C@H]2[C@@H](CO)N(C(=O)C3CC3)[C@H]2CNC(=O)NC(C)C)cc1 | 10 | 0.0 |
| CC(C)NC(=O)Nc1ccc2c(c1)C(=O)N([C@@H](C)CO)C[C@H](C)[C@H](CN(C)C(=O)C1CCCCC1)OCCCC[C@H](C)O2 | 3 | 0.0 |
| C[C@@H]1CCCCO[C@H](CN(C)S(=O)(=O)c2ccccc2)[C@@H](C)CN([C@@H](C)CO)C(=O)c2cc(NC(=O)Nc3ccc4c(c3)OCO4)ccc2O1 | -6 | 0.0 |
| COc1ccc(C[C@H]2CCn3nncc3COC[C@@H](CC(C)C)NC2=O)cc1 | -29 | 0.0 |
| CCc1nc(N2[C@H](C#N)[C@@H](c3ccccc3-c3ccc(F)cc3)[C@H]2CO)sc1C | 22 | 0.0 |
| COc1ccc2c3c([nH]c2c1)[C@H](CO)N(Cc1nccs1)CC31CCN(C(=O)C2CCCCC2)CC1 | -9 | 0.0 |
| N#C[C@H]1[C@@H](c2ccc(C3=CCCC3)cc2)[C@H](CO)N1C(=O)c1ccccn1 | 1 | 0.0 |

Gathered by group: those above with a Cl atom (3)
| canonical_smiles | YAP1 CTGF inhibition | Pax4 gene expression |
| --- | --- | --- |
| C[C@@H]1CN([C@@H](C)CO)C(=O)Cc2cc(NC(=O)C3CCCCC3)ccc2O[C@@H]1CN(C)Cc1ccc(Cl)c(Cl)c1 | 50* | 47* |
| CCC(=O)N1CC2(C1)CN(Cc1cccc(Cl)c1)[C@@H](CO)c1[nH]c3cc(OC)ccc3c12 | -24 | 0.0 |
| C[C@@H]1CN([C@H](C)CO)C(=O)c2cc(NS(=O)(=O)c3ccc(Cl)cc3)ccc2O[C@@H](C)CCCCO[C@@H]1CN(C)Cc1ccncc1 | -14 | 0.0 |

Continuation.
| canonical_smiles | YAP1 CTGF inhibition | Pax4 gene expression |
| --- | --- | --- |
| Cc1cc(C(=O)Nc2ccc3c(c2)C(=O)N(C)[C@@H]2CC[C@H](CC(=O)O)O[C@H]2CO3)no1 | -35 | 0.0 |
| C[C@H]1CN([C@@H](C)CO)C(=O)c2c(c3ccccc3n2C)-c2ccccc2CO[C@H]1CN(C)S(=O)(=O)c1ccc([N+](=O)[O-])cc1 | -188 | 0.8 |
| Cc1noc(C)c1S(=O)(=O)N(C)C[C@@H]1OCCCC[C@@H](C)Oc2ccc(N(C)C)cc2C(=O)N([C@H](C)CO)C[C@H]1C | -18 | 0.0 |
| COc1ccc2c3c(n(C)c2c1)[C@@H](CO)N(C(=O)Nc1ccc(F)cc1)CC31CCN(C(=O)Nc2ccc(F)cc2F)CC1 | 14 | 0.0 |
| O=C(C1CCOCC1)N1CC(=O)N2[C@H](CO)[C@H](c3ccc(/C=C/c4ccccc4)cc3)[C@@H]2C1 | 15 | 0.0 |
| CO[C@@H]1CC[C@@H]2CCN(C)C(=O)[C@H](C)N(C)C(=O)c3cccc(C#N)c3OC[C@@H]1O2 | 18 | 0.1 |
| CO[C@@H]1CN(C)C(=O)c2cc(NC(=O)C3CC3)ccc2OC[C@H](C)N(Cc2cc(F)ccc2F)C[C@H]1C | 21 | 0.0 |
| COC(=O)C[C@@H]1CC[C@@H]2[C@H](COc3ccc(NC(=O)Nc4c(C)noc4C)cc3C(=O)N2C)O1 | 7 | 0.0 |
| c1ccc(-c2ccc([C@H]3[C@H]4CNC[C@@H]3N4Cc3cc(-c4ccccc4)on3)cc2)cc1 | -39 | 0.0 |
| CN1C(=O)c2cc(NC(=O)Nc3ccccc3F)ccc2OC[C@@H]2O[C@@H](CC(=O)NCCc3ccncc3)CC[C@H]21 | 1 | 0.0 |
| Cc1noc(C)c1NC(=O)Nc1cccc2c1O[C@@H](CN(C)Cc1ccc(C(=O)Nc3ccccc3N)cc1)[C@@H](C)CN([C@@H](C)CO)C2=O | -48 | 0.0 |
| C/C=C/c1ccc([C@@H]2[C@H]3CN(CCC(F)(F)F)CCCCN3[C@H]2CO)cc1 | -40 | 0.0 |
| O=C(C[C@@H]1C[C@H]2c3cc(NS(=O)(=O)c4ccc(F)cc4)ccc3O[C@H]2[C@@H](CO)O1)NCCN1CCCCC1 | 5 | 0.0 |
| COC(=O)C[C@@H]1CC[C@H]2[C@H](COc3ccc(NC(=O)Nc4c(C)noc4C)cc3C(=O)N2C)O1 | -30 | 0.0 |
| Cc1cccc(S(=O)(=O)N2C[C@H](O)COC[C@@H]3O[C@@H](CC(=O)Nc4ccccc4)CC[C@H]32)c1 | 8 | 0.0 |
| C[C@H]1CC=CC[C@H](c2cccc(Cl)c2)NC(=O)[C@H](Cc2ccccc2)N(C)C(=O)c2ccccc2O1 (mixture of isomers) | -228 | 0.1 |
| CO[C@H]1CN(C)C(=O)c2cc(NC(=O)C3CCOCC3)ccc2OC[C@@H](C)NC[C@@H]1C | -59 | 0.0 |
| C[C@H]1CN([C@@H](C)CO)C(=O)c2ccccc2-c2ccccc2CO[C@@H]1CN(C)C(=O)Nc1cccc(C(F)(F)F)c1 | 1 | 0.2 |
| Cc1noc(C)c1NC(=O)N(C)C[C@H]1Oc2ccc(NC(=O)Cc3cn(C)c4ccccc34)cc2CC(=O)N([C@@H](C)CO)C[C@@H]1C | -7 | 0.0 |
| C/C=C/c1ccc([C@H]2[C@@H](CO)N(c3nc(C)c(C)s3)[C@@H]2CNCC(C)C)cc1 | -88 | 0.0 |
| C[C@@H]1CN([C@@H](C)CO)C(=O)c2ccccc2-c2ccccc2CO[C@H]1CN(C)Cc1ccccc1C(F)(F)F | 16 | 0.0 |
| C[C@H](CO)N1C[C@H](C)[C@@H](CN(C)Cc2ccc3cccnc3c2)OCc2cnnn2CCCC1=O | -5 | 0.0 |
| CN(C)C(=O)[C@H]1[C@H](CO)[C@H]2Cn3c(ccc(C4=CCCC4)c3=O)[C@@H]1N2S(=O)(=O)c1cn(C)cn1 | -11 | 0.0 |
| CCCNC(=O)N(C)C[C@H]1Oc2cc(C#C[C@H](C)O)ccc2S(=O)(=O)N([C@H](C)CO)C[C@@H]1C | -7 | 0.0 |
| CO[C@H]1CN(C)C(=O)c2ccc(NC(=O)C3CCC3)cc2OC[C@@H](C)N(Cc2ccccn2)C[C@H]1C | 22 | 0.0 |
| O=C(C[C@@H]1C[C@H]2c3cc(NC(=O)c4ccc5c(c4)OCO5)ccc3O[C@H]2[C@H](CO)O1)NCCN1CCCCC1 | -34 | 0.0 |
| O=C(C[C@@H]1CC[C@@H]2[C@H](COC[C@@H](O)CN2Cc2cc(F)cc(F)c2)O1)Nc1nccs1 | -5 | 0.0 |
| CO[C@H]1CC[C@@H]2CCOc3c(C#N)cccc3C(=O)N(C)CCCC(=O)N(C)C[C@H]1O2 | -13 | 0.0 |
| C[C@H](CO)N1C[C@H](C)[C@H](CN(C)C(=O)c2ccccc2)Oc2ncc(C#Cc3ccccc3)cc2C1=O | 33 | 0.0 |
| C[C@@H]1CN([C@@H](C)CO)C(=O)c2cc(C#CC3(O)CCCC3)cnc2O[C@H]1CN(C)S(=O)(=O)c1cccc(F)c1 | -12 | 0.0 |

Following part
| canonical_smiles | YAP1 CTGF inhibition | Pax4 gene expression |
| --- | --- | --- |
| COC(=O)[C@H]1[C@H](CO)[C@H]2Cn3c(ccc(C4=CCCC4)c3=O)[C@H]2N1C(=O)Cc1cccnc1 | 2 | 0.0 |
| C[C@H](CO)N1C[C@H](C)[C@H](CN(C)C(=O)Nc2cccc3ccccc23)Oc2c(NC(=O)C3CCOCC3)cccc2C1=O | 19 | 0.0 |
| CNC[C@H]1OCCCC[C@@H](C)Oc2ccc(NC(=O)Nc3ccc(OC)cc3)cc2C(=O)N([C@@H](C)CO)C[C@H]1C | -8 | 0.0 |
| C[C@@H]1CN([C@H](C)CO)C(=O)c2cccc(NC(=O)Nc3ccc(C(F)(F)F)cc3)c2O[C@@H]1CN(C)S(=O)(=O)c1cn(C)cn1 | ? | 0.0 |
| C/C=C/c1ccc(C2[C@@H]3CN(C(=O)Nc4ccc(C(F)(F)F)cc4)C[C@H]2N3)cc1 (some centres undefined) | -36&-46 | 33*! |
| CC(=O)N1[C@@H](CO)[C@@H]2c3ccccc3N(S(=O)(=O)c3ccccc3C)C[C@@H]21 | 8 | 0.0 |

Laid out differently: results already given.
molecule: C/C=C/c1ccc(C2[C@@H]3CN(C(=O)Nc4ccc(C(F)(F)F)cc4)C[C@H]2N3)cc1 (some centres undefined)
  YAP1 CTGF inhibition: -36&-46; Pax4 gene expression: 33*!

molecule: CNC[C@H]1OCCCC[C@@H](C)Oc2ccc(NC(=O)Nc3ccc(OC)cc3)cc2C(=O)N([C@@H](C)CO)C[C@H]1C
  YAP1 CTGF inhibition: -8; Pax4 gene expression: 0.0

molecule: CC(=O)N1[C@@H](CO)[C@@H]2c3ccccc3N(S(=O)(=O)c3ccccc3C)C[C@@H]21
  YAP1 CTGF inhibition: 8; Pax4 gene expression: 0.0

molecule: C[C@H](CO)N1C[C@H](C)[C@H](CN(C)C(=O)Nc2cccc3ccccc23)Oc2c(NC(=O)C3CCOCC3)cccc2C1=O
  YAP1 CTGF inhibition: 19; Pax4 gene expression: 0.0

Compound activity as filed in PubChem BioAssay.
